UBC13 polyUb = blocks human UBC13 polyubiquitin chain formation; P61088; TR-FRET; inhibition, % at 20 µM; 330,000 compounds, 0.47% hits; AID 485273; in the data active = inhibition above about 45%, passing the limit was not always enough
Target sequence (P61088 whole entry, looked up): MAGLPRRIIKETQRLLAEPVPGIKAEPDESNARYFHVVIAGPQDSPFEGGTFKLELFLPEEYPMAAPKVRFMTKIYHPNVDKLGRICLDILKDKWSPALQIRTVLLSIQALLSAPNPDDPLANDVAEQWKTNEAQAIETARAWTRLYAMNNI
PfGluPho inh = PfG6PD (Plasmodium falciparum) enzyme inhibition; 350,000 compounds, 0.78% hits; inhibition, % at 20 µM; AID 504690; PfGluPho enzyme, NADPH resazurin-diaphorase fluorescence;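 active = inhibition reaching at least a set limit at 20 µM in the primary screen, cut at about 59% in these data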;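 note: 0% = DMSO wells with substrate and 100% = DMSO wells lacking glucose-6-phosphate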
SENP8 block-1 = SENP8 protease inhibition. purified SENP8, Z-RLRGG-aminoluciferin cleavage, luminescence. inhibition, % at 10 µM. 330,000 compounds, 1.2% hits. AID 2540. Q96LD8; in the data active = inhibition above about 50%
Target sequence (Q96LD8 whole entry, looked up): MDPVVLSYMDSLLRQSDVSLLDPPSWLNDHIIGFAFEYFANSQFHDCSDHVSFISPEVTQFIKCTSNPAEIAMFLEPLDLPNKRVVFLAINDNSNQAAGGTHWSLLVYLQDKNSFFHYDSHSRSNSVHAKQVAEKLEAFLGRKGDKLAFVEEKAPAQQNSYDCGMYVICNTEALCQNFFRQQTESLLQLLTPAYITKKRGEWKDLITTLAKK
SENP7 block = blocks the human protease SENP7; AID 434973; 330,000 compounds, 1.5% hits; inhibition, % at 5 µM; Q9BQF6; recombinant SENP7, Z-RLRGG-aminoluciferin luminescence, 40 min;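 active = inhibition above about 50% at the single test dose, limit read from the data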;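 note: plate controls were DMSO with enzyme for no effect and no enzyme buffer wells for full effect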
Target sequence (Q9BQF6 706-1050 limits assumed): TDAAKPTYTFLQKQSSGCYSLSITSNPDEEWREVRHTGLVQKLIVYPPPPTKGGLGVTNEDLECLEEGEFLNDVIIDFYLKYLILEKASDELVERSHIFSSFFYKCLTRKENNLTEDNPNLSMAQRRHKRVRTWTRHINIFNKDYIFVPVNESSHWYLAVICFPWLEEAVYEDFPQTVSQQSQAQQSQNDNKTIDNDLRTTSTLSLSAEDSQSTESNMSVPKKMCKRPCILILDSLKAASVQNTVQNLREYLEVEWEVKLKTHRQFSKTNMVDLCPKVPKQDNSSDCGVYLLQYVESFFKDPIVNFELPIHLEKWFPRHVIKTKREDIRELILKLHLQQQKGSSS
SENP6 block = inhibitors of human SENP6 protease; Q9GZR1; Recombinant SENP6 catalytic domain, aminoluciferin luminescence; inhibition, % at 10 µM; 330,000 compounds, 1.8% hits;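 active = inhibition above about 50% at the single tested dose, limit read from the data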;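 note: plate controls were DMSO wells with enzyme for no effect and DMSO wells lacking enzyme for full effect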
beta cell repl = MIN6 beta-cell proliferation induction; 330,000 compounds, 0.29% hits; proliferation, % at 10 µM; MIN6 cells proliferation, ATPlite luminescence, 48 h; cells starved in 0.2% serum; 100% = growth in 10% serum;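 active = compounds whose signal lies at least 3.5 SD above the mean of all wells on their plate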;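 note: 0% = DMSO-treated cells in low-serum medium and 100% = 10% serum control; some compounds called inactive have numbers as strong as hits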
SENP8 block-2 = SENP8 (human) protease inhibition | Q96LD8 | recombinant SENP8, Nedd8 substrate fluorescence | inhibition, % at 20 µM | 360,000 compounds, 0.64% hits | AID 602440; in the data active = inhibition mostly above about 40%, no sharp cut-off; inactive = mostly below about 27%
SENP1 inh = inhibitors of human SENP1 SUMO protease catalytic domain; Q9P0U3; recombinant SENP1 catalytic domain, CyPet-SUMO1-YPet FRET cleavage; inhibition, % at 10 µM; 360,000 compounds, 0.21% hits; AID 624204;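 active = inhibition at least 30% at 10 µM, raw YFP signal under a set limit, fluorescence ratio 0.5 to 1.5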;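 note: 0% = enzyme with DMSO and 100% = no enzyme wells; some results filed as inactive read as strong as hits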
Target sequence (Q9P0U3 419-644 limits assumed): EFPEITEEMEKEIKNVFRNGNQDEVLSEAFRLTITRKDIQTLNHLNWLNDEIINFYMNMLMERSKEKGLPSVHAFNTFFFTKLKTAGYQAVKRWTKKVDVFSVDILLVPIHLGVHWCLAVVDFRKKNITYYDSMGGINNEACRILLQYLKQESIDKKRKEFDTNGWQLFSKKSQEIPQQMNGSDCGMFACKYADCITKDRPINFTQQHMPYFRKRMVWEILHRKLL
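Test system: human SENP1 catalytic domain; medium: Tris pH 8 buffer plus EDTA, NaCl, BME, BSA, NP40, catalase; incubation: 50 min reaction at room temperature; technique: FRET, CFP and YFP emission; controls: no-enzyme low control and enzyme-plus-DMSO high control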
HKDC1 inhibitor = blocks human hexokinase HKDC1 activity | Q2TB90 | recombinant HKDC1, G6PDH/diaphorase resazurin coupled fluorescence | inhibition, % at 20 µM | 340,000 compounds, 0.16% hits;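 active = inhibition above about 35% when tested at 20 µM, limit read from the data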;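 note: plate controls were DMSO wells with enzyme for no effect and DMSO wells lacking enzyme for full effect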
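System: Recombinant HKDC1 hexokinase | Amount: HKDC1 at 5 µg/mL | Reagent: Glucose with 1 mM ATP | Doses: Single 20 µM dose | Incubation: Reaction time 90 min, room temperature, protected from light | Signal: Coupled resazurin fluorescence, excitation 525 nm, emission 613 nm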
An asterisk follows results filed as active.

The opening 15 records (preview)
SMILES	UBC13 polyUb	PfGluPho inh	SENP8 block-1	SENP7 block	SENP6 block	beta cell repl	SENP8 block-2	SENP1 inh	HKDC1 inhibitor
CC1CCC2(CC1)NC(=O)c1ccccc1O2 (stereo not drawn)	-6	2	-10	0	-11	-1	21	0	-5
CCCc1[nH]nc2c1C(CCC)C(C#N)=C(N)O2 (stereo not drawn)	8	7	4	3	-4	-2	-20	-6	6
CC1CC(C)CN(S(=O)(=O)N2CCCC(C(=O)NCc3ccccc3Cl)C2)C1 (stereo not drawn)	3	0	-3	4	-13	-4	5	1	-1
Cc1ccc(OCc2ccc([N+](=O)[O-])cc2)c([N+](=O)[O-])n1	-2	7	-3	-5	10	-1	6	-5	-1
Cc1ccc(NC(=O)CC2OC(=O)c3ccccc32)cc1S(=O)(=O)N1CCCCCC1 (stereo not drawn)	-11	-5	-5	-10	-13	-2	-12	3	5
CCOc1ccc(C2CC(c3cccc(C)c3)n3ncnc3N2)cc1 (stereo not drawn)	7	-14	3	-1	-9	3	-114	-1	4
Cc1ccc(-c2cc(C(=O)Nc3ccc(S(=O)(=O)Nc4nccs4)cc3)c3ccccc3n2)c(C)c1	-15	26	8	4	8	0	12	4	-8
CCN(C(=O)COC(=O)c1nc(Cl)ccc1Cl)C1CCS(=O)(=O)C1 (stereo not drawn)	1	-4	-8	0	-23	1	15	1	2
C=CCOc1ccc(CN(C)CC(=O)Nc2ccc3c(c2)CCC3)cc1	-3	15	7	4	7	-6	16	0	-3
O=C(Nc1ccc(N2CCCCC2)cc1)c1cc(S(=O)(=O)N2CCOCC2)ccc1F	1	22	11	0	-4	-1	21	2	-3
O=C(CN1C(=O)C(=O)c2ccccc21)c1ccccc1	-5	1	0	-6	-11	-3	19	2	9
COc1cccc(-n2nnc3c(=O)n(CC(=O)OCc4ccccc4)cnc32)c1	4	-7	-2	4	-11	-1	2	0	-3
CN(C)C(CNC(=O)Cc1cccc(C(F)(F)F)c1)c1ccco1 (stereo not drawn)	1	11	-1	3	-6	-5	-61	-13	8
Cc1ccc(OCCn2c(Br)nc3c2c(=O)n(C)c(=O)n3C)cc1	2	-18	0	-4	6	-4	17	0	8
Cc1cccc(OCc2nnc(NC(=O)Cc3cccs3)s2)c1	-15	-12	-7	-2	-10	-2	11	-4	-3

The list itself (from the top)
SMILES	UBC13 polyUb	PfGluPho inh	SENP8 block-1	SENP7 block	SENP6 block	beta cell repl	SENP8 block-2	SENP1 inh	HKDC1 inhibitor
CC1CCC2(CC1)NC(=O)c1ccccc1O2 (stereo not drawn)	-6	2	-10	0	-11	-1	21	0	-5
CCCc1[nH]nc2c1C(CCC)C(C#N)=C(N)O2 (stereo not drawn)	8	7	4	3	-4	-2	-20	-6	6
CC1CC(C)CN(S(=O)(=O)N2CCCC(C(=O)NCc3ccccc3Cl)C2)C1 (stereo not drawn)	3	0	-3	4	-13	-4	5	1	-1
Cc1ccc(OCc2ccc([N+](=O)[O-])cc2)c([N+](=O)[O-])n1	-2	7	-3	-5	10	-1	6	-5	-1
Cc1ccc(NC(=O)CC2OC(=O)c3ccccc32)cc1S(=O)(=O)N1CCCCCC1 (stereo not drawn)	-11	-5	-5	-10	-13	-2	-12	3	5
CCOc1ccc(C2CC(c3cccc(C)c3)n3ncnc3N2)cc1 (stereo not drawn)	7	-14	3	-1	-9	3	-114	-1	4
Cc1ccc(-c2cc(C(=O)Nc3ccc(S(=O)(=O)Nc4nccs4)cc3)c3ccccc3n2)c(C)c1	-15	26	8	4	8	0	12	4	-8
CCN(C(=O)COC(=O)c1nc(Cl)ccc1Cl)C1CCS(=O)(=O)C1 (stereo not drawn)	1	-4	-8	0	-23	1	15	1	2
C=CCOc1ccc(CN(C)CC(=O)Nc2ccc3c(c2)CCC3)cc1	-3	15	7	4	7	-6	16	0	-3
O=C(Nc1ccc(N2CCCCC2)cc1)c1cc(S(=O)(=O)N2CCOCC2)ccc1F	1	22	11	0	-4	-1	21	2	-3
O=C(CN1C(=O)C(=O)c2ccccc21)c1ccccc1	-5	1	0	-6	-11	-3	19	2	9
COc1cccc(-n2nnc3c(=O)n(CC(=O)OCc4ccccc4)cnc32)c1	4	-7	-2	4	-11	-1	2	0	-3
CN(C)C(CNC(=O)Cc1cccc(C(F)(F)F)c1)c1ccco1 (stereo not drawn)	1	11	-1	3	-6	-5	-61	-13	8
Cc1ccc(OCCn2c(Br)nc3c2c(=O)n(C)c(=O)n3C)cc1	2	-18	0	-4	6	-4	17	0	8
Cc1cccc(OCc2nnc(NC(=O)Cc3cccs3)s2)c1	-15	-12	-7	-2	-10	-2	11	-4	-3
COc1ccc(NC(=O)CSc2nnc(-c3cccc(O)c3)o2)cc1	6	80*	12	9	-22	-1	5	4	2
Cc1cccc(NCC(=O)N/N=C/c2ccc(Br)cc2)c1	-8	2	-6	-2	-17	-4	14	2	-3
Cc1cc2n(n1)C(c1ccccc1Cl)Nc1ccccc1-2 (stereo not drawn)	13	-4	-13	-2	7	3	-89	1	6
COc1cccc(NC(=S)N(CCc2c(C)[nH]c3ccccc23)Cc2cccs2)c1	7	1	-2	2	-3	-6	14	1	-2
COC(=O)c1ccc(=O)n(Cc2ccco2)c1	13	3	1	4	-1	-4	-130	-8	0
CC1=Nc2cccc3cccc(c23)N1	-37	54	4	13	14	-5	47*	-10	14
CC(C)C(=O)Nc1cccc(-c2nc3ncccc3o2)c1	2	-6	-4	-4	8	0	-143	0	-3
Cc1cc(C(=O)Nc2cccc3c2O[C@H](CN(C)CC2CC2)[C@@H](C)CN([C@H](C)CO)C3=O)n(C)n1	-3	3	2	6	-17	-2	7	1	-4
N#Cc1c(-c2ccccc2)ccn(Cc2ccccc2Cl)c1=O	12	-8	0	-7	-10	-3	-324	2	3
Cc1ccn2c(C(=O)c3ccc(Cl)cc3)cnc2c1	-4	14	31	52*	70*	-1	-24	-1	-1
Cc1cc(NC(=O)c2cc(-c3ccco3)on2)no1	5	-1	-4	6	-1	-3	-9	-1	-9
CN(CC(=O)Nc1ccccc1Br)C(=O)c1ccccc1-c1nc2ccccc2s1	-10	-12	-8	-10	8	5	6	2	-1
COc1ccc(N/C(=C/[N+](=O)[O-])SC)cc1	-12	-1	-13	-8	-11	-4	14	1	-6
CCOCCCN(C(=O)CNC(=O)c1ccco1)C(C(=O)NC1CCCC1)c1ccccc1C (stereo not drawn)	-10	-17	-10	-7	-11	0	8	2	0
CC(C)Cn1c2c(c(=O)[nH]c1=O)C(NS(=O)(=O)c1ccc(Cl)cc1)(C(F)(F)F)C(=O)N2 (stereo not drawn)	4	8	-5	4	-25	2	-9	-2	-8
CCC1(C)NC(C(=O)O)Cc2c1[nH]c1ccccc21 (stereo not drawn)	-9	6	-1	6	10	-3	13	-4	-6
CN1CCN(c2nc(-c3ccc(Cl)cc3Cl)nc3ccccc23)CC1	4	9	4	6	-8	-4	0	3	-1
CS(=O)(=O)N(CC(=O)NC1CC2CCC1C2)c1cccc(C(F)(F)F)c1 (stereo not drawn)	-2	-6	3	4	3	0	8	-2	2
Cc1ccc(C)c(NC(=O)CSc2nnc(-c3ccncc3)o2)c1	-2	-9	0	3	-16	0	28	3	-6
CCOc1ccc(C=NNc2ccc(S(=O)(=O)Nc3ccccc3C(=O)O)cc2[N+](=O)[O-])cc1OC	-128	-20	-8	-4	-34	-4	52*	2	24
CC(C)CCN1CCN(Cc2cccc(-n3cccn3)c2)CC1CCO (stereo not drawn)	6	6	5	2	-5	-1	4	3	-5
Nc1scc2c(C(=O)N/N=C/c3ccc(Cl)cc3)nn(-c3ccccc3)c(=O)c12	-20	56	25	9	50*	-2	69*	10	19
O=C(NC(=S)N1CCN(Cc2ccccc2)CC1)c1ccco1	9	-1	1	-4	-31	0	-6	-8	-9
CN(C)S(=O)(=O)c1ccc(Oc2ccc(S(=O)(=O)N(C)C)cc2)cc1	1	-14	1	5	-13	-6	21	-1	-5
COc1ccc(/C=C2/SC(=O)N(CCC(=O)Nc3ccc(S(=O)(=O)Nc4nccs4)cc3)C2=O)cc1	-18	-18	-8	0	-4	-3	8	2	-9
N=c1oc2ccccc2cc1C(=O)N/N=C/c1ccccc1	-18	9	87*	45	89*	0	-5	-15	0
COc1ccccc1CNC(=O)COC(=O)c1cc(=O)[nH]c2ccccc12	-2	0	-12	-5	-25	-1	-438	3	-7
CCC(C)SCc1nc2ccccc2[nH]1 (stereo not drawn)	6	-17	2	5	23	-1	-3	-8	-11
COc1cc(/C=C/C(=O)Nc2ccc3[nH]c(=O)[nH]c3c2)cc(OC)c1OC	12	11	0	-7	8	-2	-234	-15	6
CCCCc1nnc(NC(=O)C2CC(=O)N(c3ccc(C)cc3)C2)s1 (stereo not drawn)	5	9	-2	-5	-16	0	-2	2	-6
O=C(CCc1ccccc1)NCCC1=CCCCC1	-12	7	-14	-4	-19	0	15	1	3
CCOc1ccc(NCc2cc3c(C(C)(C)C)nn(-c4ccccc4)c3[nH]c2=O)cc1	-6	-10	7	0	-7	-4	-65	-15	10
Cc1ccc(NC(=O)NNC(=O)C2CC(c3cccs3)=NO2)cc1 (stereo not drawn)	9	8	-3	-7	-11	-1	0	0	-5
CCOC(=O)Nc1cccc(OCC(=O)Nc2ccccc2OC)c1	15	-9	6	4	1	1	14	3	1
COc1ccccc1C(=O)NCCC(=O)NC1CCCC(C)C1C (stereo not drawn)	3	2	9	-4	8	4	3	1	-7
COc1ccc(-n2nc3c(N4CCC(C(=O)N5CCC(C)CC5)CC4)nnc(C)c3c2C)cc1	1	9	-6	12	-7	-4	-389	68*	2
CCN1CCN(c2ccc(S(=O)(=O)N3CCOCC3)cc2NC(=O)/C=C/c2ccc(C)cc2)CC1	4	10	0	-9	-10	-5	-4	2	1
Cc1nc(SCc2ccc(C(=O)O)cc2)nc2c1CCCC2	-2	-34	1	4	-12	-2	-18	0	-3
Cc1sc(NC(=O)/C=C/c2ccco2)c(C(=O)O)c1C	22	33	50	16	73*	-4	14	5	4
O=C(NC1CCN(Cc2ccc(F)cc2)CC1)c1ccccc1	-2	1	-5	-4	0	0	10	2	-7
CCn1nc(C)c(CN2CCCC(CO)(Cc3ccccc3)C2)c1C (stereo not drawn)	4	-3	-4	1	3	-1	16	-1	-4
Cc1ccccc1C(=O)NNC(=O)CSc1nnc(-c2ccncc2)n1-c1ccccc1	5	-13	0	10	4	0	10	0	-5
